N-glyco inh – blocks N-linked glycosylation in D54 reporter cells; reporter increase, % at 12.5 µM; AID 588692; 360,000 tested, 0.23% active; D54 ERlucT glycosylation luciferase reporter, 24 h; percent of 100 nM tunicamycin response;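 active means mean luciferase reporter signal, scaled so untreated is 0 and the glycosylation-blocking control 100, at or above a set limit in every replicate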;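 further: luciferase carries N-glycosylation sites so blocking glycosylation raises the light; 0% = median of neutral control wells and 100% = median of 100 nM tunicamycin wells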
Granule exo inh – blocks lytic granule exocytosis; TALL-104 LAMP-1 surface exposure, flow cytometry; cells stimulated with thapsigargin and PMA; inhibition, % at 10 µM; 360,000 tested, 0.66% active; AID 651702;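 active means inhibition above about 55%, limit read from the data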
MC4R barr agon – agonists of human melanocortin 4 receptor (MC4R) beta-arrestin. U2OS MC4R beta-arrestin complementation, luminescence; percent of melanotan II response, DMSO zero. activation, % at 8.9 µM. 360,000 tested, 0.98% active. AID 540308;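 active means activation above a per-plate cutoff, the mean activation of sample wells on that plate plus 3 SD, cut at about 8% in these data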
ABHD5-PLIN5 inh – blocks binding of human ABHD5 to perilipin-5; Q00G26+Q8WTS1; Split G. princeps luciferase complementation, luminescence, 4 h; inhibition, % at 4 µM; 360,000 tested, 0.78% active; AID 602281;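 active means inhibition above the mean inhibition across every tested compound plus 3 SD, cut at about 22% in these data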;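 further: 0% = DMSO only wells and the 100% control is not disclosed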
ABCB6 inh 2 – human ABCB6 transporter inhibition; K562-ABCB6 porphyrin accumulation, flow cytometry, 1 h; stronger effect = lower value; Q9NP58; 360,000 tested, 0.19% active; AID 602162; fluorescence ratio to DMSO, % at 10 µM;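 active means fluorescence ratio to DMSO below 75%, the collection mean minus 3 SD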;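 further: signal is porphyrin accumulated inside mitochondria; 100% equals median channel fluorescence of DMSO control wells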
Target sequence (Q9NP58 whole entry, looked up): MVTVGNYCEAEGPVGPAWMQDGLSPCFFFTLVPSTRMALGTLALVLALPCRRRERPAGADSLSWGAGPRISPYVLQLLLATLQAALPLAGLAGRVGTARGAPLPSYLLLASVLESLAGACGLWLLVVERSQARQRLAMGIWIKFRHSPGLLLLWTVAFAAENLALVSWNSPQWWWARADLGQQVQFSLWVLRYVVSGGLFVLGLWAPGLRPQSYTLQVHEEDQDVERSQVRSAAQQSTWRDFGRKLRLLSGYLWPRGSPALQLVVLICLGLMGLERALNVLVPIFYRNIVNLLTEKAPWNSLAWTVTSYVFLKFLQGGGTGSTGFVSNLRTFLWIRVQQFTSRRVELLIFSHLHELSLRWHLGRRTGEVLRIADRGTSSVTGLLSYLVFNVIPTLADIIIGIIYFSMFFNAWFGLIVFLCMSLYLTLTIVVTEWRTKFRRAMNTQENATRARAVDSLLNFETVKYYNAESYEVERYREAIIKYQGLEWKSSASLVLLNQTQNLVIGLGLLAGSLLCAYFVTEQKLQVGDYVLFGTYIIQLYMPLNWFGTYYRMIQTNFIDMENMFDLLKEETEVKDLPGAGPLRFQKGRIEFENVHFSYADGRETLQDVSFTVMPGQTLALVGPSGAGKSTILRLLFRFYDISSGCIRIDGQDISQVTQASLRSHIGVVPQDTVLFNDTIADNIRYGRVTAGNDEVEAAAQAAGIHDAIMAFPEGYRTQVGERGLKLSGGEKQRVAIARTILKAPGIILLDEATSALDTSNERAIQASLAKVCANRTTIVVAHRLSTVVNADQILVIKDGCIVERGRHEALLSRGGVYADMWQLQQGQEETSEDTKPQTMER
TLR9-MyD88 block – blocks human TLR9 binding to MyD88; Q9NR96+Q99836; CHO BLA complementation TLR9-MyD88, CCF4 FRET ratio; inhibition, % at 4.98 µM; 340,000 tested, 0.21% active; AID 504734;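 active means inhibition above the mean over all tested compounds plus 3 SD, cut at about 21% in these data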;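 further: 0% = DMSO only wells and 100% = clavulanate BLA inhibitor control wells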
MC4R antagonist – blocks human MC4R cAMP signaling. inhibition, % at 6.5 µM. 360,000 tested, 0.48% active. AID 540295. MC4R-expressing cells, MTII-stimulated cAMP, LANCE TR-FRET;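 active means inhibition above its plate's cutoff, the mean of tested wells on that plate plus 3 SD, cut at about 29% in these data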;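 further: 0% = Melanotan II alone and 100% = Melanotan II plus saturating MCL0020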
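system = U2OS cells with stable human MC4R expression | also added = Melanotan II challenge after compound preincubation | dosing = one concentration, 6.5 µM nominal | incubation = compound 30 min, challenge 1 h, detection 1 h | measured by = TR-FRET with Eu-cAMP and labeled anti-cAMP, 671 nm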
Vif inh – inhibitors of HIV Vif; HEK293T cells, Vif self-association by quenched fluorescence, imaging, 24 h; inhibition, % at 7.49 µM; 340,000 tested, 0.35% active; AID 602346; in the data active means inhibition above about 50%, passing the limit was not always enough; further: some results filed as inactive read as strong as hits
NOD2-RIPK2 inh – NOD2-RIPK2 protein interaction inhibition | CHO BLA complementation NOD2-RIPK2, CCF4 ratio | 360,000 tested, 0.38% active | AID 624267 | inhibition, % at 4.98 µM | O43353; in the data active means inhibition above about 21%;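 further: 0% = vehicle only and 100% = reference blocker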
aDG glyco act – increases alpha dystroglycan glycosylation; Pro5-aDG cells, alpha-DG glycosylation AlphaScreen (IIH6); 0% Pro5, 100% B10-LARGE cell signal; 360,000 tested, 0.22% active; activation, % at 10 µM;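 active means activation of at least 8% versus controls, or a plate z-score of at least 8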;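 further: Pro5 are CHO cells carrying HIG-tagged alpha-DG that lacks glycosylation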
Numbers without * were called inactive; / = no result given. The list is partial (hit frequency here may not be typical).

structure | N-glyco inh | Granule exo inh | MC4R barr agon | ABHD5-PLIN5 inh | ABCB6 inh 2 | TLR9-MyD88 block | MC4R antagonist | Vif inh | NOD2-RIPK2 inh | aDG glyco act
CN(C)Cc1nc2c([nH]1)c(=O)n(C)c(=O)n2C | 1 | 6 | -0.5 | -2 | 103 | 2 | -1 | 16 | -4 | 0.6
CCOC(=O)Cc1[nH]nc2c1C(c1ccsc1)C(C#N)=C(N)O2 (stereo unspecified) | 3 | 9 | -3.5 | 2 | 96 | -5 | 0 | -6 | 2 | -0.3
Cc1ccnc(-n2c(CCN3C(=O)c4ccccc4C3=O)nc3ccccc3c2=O)c1 | 1 | -1 | 0.2 | 3 | 98 | -8 | 11 | 0 | -3 | 0.1
O=C(O)CC1c2ccccc2S(=O)(=O)N1Cc1ccccc1 (stereo unspecified) | 1 | -4 | -1.4 | -12 | 97 | 5 | 7 | / | 2 | 0.0
O=C(C(=O)N1CCCCC1)c1cn(CC(=O)N2CCCCCC2)c2ccccc12 | -1 | -3 | -2.2 | -4 | 108 | -9 | 0 | 13 | 11 | -0.3
Cc1ccc(S(=O)(=O)c2c(C)cc(-c3ccccc3)[nH]c2=O)cc1 | 1 | 0 | -0.8 | 3 | 87 | -5 | 4 | -1 | 9 | 0.0
NC(=O)C1CCN(c2nc(-c3ccccc3-c3ccccc3)cs2)CC1 | 1 | 0 | -0.7 | -2 | 95 | 6 | 5 | 3 | 6 | 0.4
CSc1ccc(S(=O)(=O)N2CCC(C(=O)NCc3ccccn3)CC2)cc1 | 0 | -14 | 2.0 | 5 | 98 | -1 | 6 | -10 | -4 | 0.0
COc1ccc(N(CC(=O)N/N=C/c2ccc3c(c2)OCO3)S(=O)(=O)c2ccc(NC(C)=O)cc2)cc1 | 1 | -5 | -2.3 | 4 | 96 | 7 | 5 | 3 | -8 | 0.5
CCC(=O)Nc1nc(C)cc(SCC(=O)OC)n1 | 1 | -6 | 0.1 | -2 | 94 | -9 | 12 | 19 | -5 | 0.1
COc1ccccc1C(=O)COC(=O)c1ccccc1O | -1 | 4 | -2.1 | -1 | 96 | -7 | 6 | -5 | 0 | 0.0
COc1ccccc1N1CCN(C(=O)CSc2nc(N)cc(=O)[nH]2)CC1 | 0 | -2 | -1.1 | -9 | 107 | -9 | 3 | 10 | 3 | -0.1
CCOc1cc(CNCc2cccs2)cc(Br)c1OC | -2 | -1 | -1.2 | 6 | 99 | 8 | -1 | -9 | 4 | 0.2
C=CCNC(=O)CSc1ncc2c(n1)-c1c(csc1SC)CC2 | -4 | 0 | 0.1 | 3 | 97 | / | 6 | 5 | 3 | 0.1
O=C1CSC(c2cccnc2)N1c1cccc(Cl)c1 (stereo unspecified) | 1 | 2 | -1.8 | 2 | 98 | -4 | -2 | 17 | 4 | 0.4
COc1ccccc1NC(=O)C(C)OC(=O)CC1CCCC1 (stereo unspecified) | 0 | -7 | 2.2 | 2 | 106 | -19 | 7 | 1 | -17 | 0.4
Cc1ccnc(SC2CC(=O)N(c3ccc(F)cc3)C2=O)n1 (stereo unspecified) | 5 | 1 | -1.3 | -4 | 101 | -7 | 17 | -2 | -4 | 0.0
CCOC(=O)c1ccc(S(=O)(=O)NNS(=O)(=O)c2ccc(C)cc2)cc1 | 0 | -12 | 0.3 | -10 | 82 | -10 | 1 | -9 | 4 | 0.1
COc1cc(OC)c(NC(=O)CCNS(=O)(=O)c2ccc3c(c2)CC(C)N3C(C)=O)cc1Cl (stereo unspecified) | -1 | 3 | -2.7 | -4 | 98 | -13 | 17 | 1 | -2 | -0.3
O=C(Nc1nnc(COc2ccc(Cl)cc2)s1)c1cccs1 | 1 | 0 | 1.9 | -2 | 101 | 2 | 10 | 3 | -1 | 0.6
O=C(COc1ccccc1)N1CCN=C1c1ccccc1 | -1 | 0 | -0.5 | 1 | 93 | -7 | 4 | 25 | 16 | -0.2
COC(=O)c1ccc(CNC(=O)C2CCC(=O)N(C3CCCCCC3)C2)cc1 (stereo unspecified) | 0 | 2 | 0.4 | -5 | 101 | -1 | 2 | 20 | -2 | 0.5
CCc1nnc(NC(=O)c2cc(-c3ccncc3)nc3ccccc23)s1 | 0 | -1 | -0.1 | 4 | 102 | -2 | 26 | / | 6 | 0.0
O=C(NCCC1=CCCCC1)C(=O)NCc1ccccc1 | 0 | 2 | 0.1 | -8 | 102 | -7 | 6 | 1 | -3 | 0.0
c1ccc(OCCSc2nnnn2-c2ccccc2)cc1 | -9 | 15 | 2.7 | -7 | 90 | -7 | 1 | 0 | -8 | -0.1

Part of the list above, with two lines to a compound:
Results follow in this order: N-glyco inh	Granule exo inh	MC4R barr agon	ABHD5-PLIN5 inh	ABCB6 inh 2	TLR9-MyD88 block	MC4R antagonist	Vif inh	NOD2-RIPK2 inh	aDG glyco act
COc1ccccc1C(=O)COC(=O)c1ccccc1O
  -1	4	-2.1	-1	96	-7	6	-5	0	0.0
COc1ccccc1N1CCN(C(=O)CSc2nc(N)cc(=O)[nH]2)CC1
  0	-2	-1.1	-9	107	-9	3	10	3	-0.1
CCOc1cc(CNCc2cccs2)cc(Br)c1OC
  -2	-1	-1.2	6	99	8	-1	-9	4	0.2
C=CCNC(=O)CSc1ncc2c(n1)-c1c(csc1SC)CC2
  -4	0	0.1	3	97	/	6	5	3	0.1
O=C1CSC(c2cccnc2)N1c1cccc(Cl)c1 (stereo unspecified)
  1	2	-1.8	2	98	-4	-2	17	4	0.4
COc1ccccc1NC(=O)C(C)OC(=O)CC1CCCC1 (stereo unspecified)
  0	-7	2.2	2	106	-19	7	1	-17	0.4
Cc1ccnc(SC2CC(=O)N(c3ccc(F)cc3)C2=O)n1 (stereo unspecified)
  5	1	-1.3	-4	101	-7	17	-2	-4	0.0
CCOC(=O)c1ccc(S(=O)(=O)NNS(=O)(=O)c2ccc(C)cc2)cc1
  0	-12	0.3	-10	82	-10	1	-9	4	0.1

More records.
structure | N-glyco inh | Granule exo inh | MC4R barr agon | ABHD5-PLIN5 inh | ABCB6 inh 2 | TLR9-MyD88 block | MC4R antagonist | Vif inh | NOD2-RIPK2 inh | aDG glyco act
Cc1cc(C)c(C(=O)C(C)OC(=O)Cc2n[nH]c(=O)c3ccccc23)cc1C (stereo unspecified) | 3 | -4 | -2.3 | -2 | 101 | -6 | 3 | 6 | -4 | 0.4
COc1ccccc1N(C)S(=O)(=O)c1ccc(C(=O)N2CCCc3ccccc32)cc1 | -5 | 24 | -1.1 | 7 | 95 | 0 | 17 | -10 | 3 | 0.1
Cc1ccc(OCCC(=O)OCC(=O)NC(=O)NC2CCCC2)cc1 | -2 | 5 | -3.1 | 10 | 81 | 0 | -1 | 11 | 4 | -0.1
Cc1ccc(NCC(=O)N/N=C/c2ccc(C(=O)O)cc2)cc1 | 1 | -2 | -0.8 | -15 | 112 | -1 | 16 | -3 | -5 | -0.2
Cc1cc(C(=O)Cn2cnc3cc(F)ccc3c2=O)c(C)n1C1CC1 | -2 | -2 | 0.5 | -5 | 99 | -7 | 11 | -6 | 4 | 0.6
O=C(Nc1ccc(F)cc1)c1nn(-c2ccccc2)c(=O)cc1Cl | 4 | 6 | -1.3 | 19 | 100 | 7 | 31* | 4 | 36* | 0.7
CCn1nnnc1-c1ccc(OC)c(S(=O)(=O)Nc2ccc(C(=O)OC)cc2)c1 | 1 | -6 | -2.3 | -4 | 97 | 5 | 0 | 4 | 1 | 0.0
Cc1ccc(CNc2ccc3nnc(-c4ccccc4)n3n2)cc1 | 15 | -9 | 3.0 | 8 | 97 | 5 | -15 | / | 0 | 0.2
CC(C)CCn1c(SCC(=O)NC2CC2)nc2cc(Cl)ccc2c1=O | 1 | -4 | -1.1 | 3 | 101 | -2 | 1 | -2 | -14 | 0.2
COCC#Cc1cnc2c(c1)C(=O)N([C@H](C)CO)C[C@H](C)[C@@H](CN(C)S(=O)(=O)c1ccccc1)O2 | 2 | 1 | 0.1 | -5 | 103 | -1 | -1 | 0 | 2 | -0.1
c1coc(-c2nc(-c3ccco3)c(-c3ccco3)nc2-c2ccco2)c1 | 9 | / | -1.0 | 64* | / | 8 | 1 | / | 6 | 0.5
COc1ccc(OCCCn2cccc2/C=C2/C(=N)N3OC(C)=CC3=NC2=O)cc1 | -3 | -1 | -0.2 | -4 | 101 | -2 | -1 | 0 | 3 | 0.1
Cc1cc(C)n2nc(-c3cnn(C)c3C(F)(F)F)c(Cl)c2n1 | 0 | 0 | -0.3 | -5 | 102 | -9 | 13 | 3 | -1 | 0.4
Cn1c(NNC(=O)c2cccc3ccccc23)cc(=O)n(C)c1=O | 0 | -8 | 0.3 | 5 | 96 | 1 | 10 | 5 | 7 | 0.0
CCN(CC)S(=O)(=O)c1cc(C(=O)c2nccn2C)ccc1Cl | 0 | -1 | 2.3 | 9 | 89 | 9 | -4 | -2 | -5 | 0.0
COc1ccc(Cl)cc1NC(=O)C1CC(c2c(F)cccc2Cl)=NO1 (stereo unspecified) | 1 | -1 | -2.2 | 0 | 96 | -5 | 8 | 3 | 2 | -0.1
CCC1(C)Cc2c(sc3nn[nH]c(=O)c23)CO1 (stereo unspecified) | 1 | 3 | -2.8 | 0 | 90 | 5 | -3 | 9 | -4 | -0.1
Cc1cccc(NS(=O)(=O)c2cc(C(=O)OC(C)C(=O)NCc3ccc4c(c3)OCO4)ccc2C)c1 (stereo unspecified) | -5 | 0 | -0.8 | 1 | 102 | 6 | 10 | -3 | 6 | 0.4
COC(=O)c1ccc(C(=O)OC)c(NC(=O)c2cccnc2)c1 | 2 | -9 | -0.6 | 6 | 101 | 4 | -7 | 0 | -1 | 0.0
C[C@H]1CN([C@@H](C)CO)C(=O)c2cccc(NS(=O)(=O)c3cn(C)cn3)c2O[C@H]1CN(C)S(C)(=O)=O | 0 | -5 | -0.8 | -5 | 96 | 0 | 8 | -6 | -5 | -0.2
COc1ccc(C(CNC(=O)COc2ccc(F)cc2Cl)N2CCCCC2)cc1 (stereo unspecified) | -2 | -3 | -1.4 | 3 | 97 | -12 | 10 | 1 | -4 | 0.3
CCCCN(C)C(=O)c1cn(CC)c2ccc(S(=O)(=O)N(C)C)cc2c1=O | 0 | 3 | -1.1 | -5 | 103 | -1 | 2 | 9 | -15 | -0.3
O=C(CN1C(=O)COc2ccc(S(=O)(=O)N3CCOCC3)cc21)NCc1ccco1 | -1 | 3 | -1.2 | -6 | 104 | 1 | 3 | 4 | -2 | 0.1
Cc1sc2ncnc(SCC(=O)NC3CCCC3)c2c1C | -2 | -1 | -0.7 | -7 | 94 | 0 | 3 | -15 | -8 | 0.1

Source: PubChem BioAssay (several laboratories)
